High-throughput results (PubChem BioAssay)
BCLXL inh: blocks human Bcl-xL binding to Bim BH3 peptide; GST-Bcl-xL / FITC-Bim BH3 peptide fluorescence polarization; inhibition, % at 10.9 µM; 320,000 compounds, 0.7% hits; AID 2129;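 active = inhibition above the mean of all tested compounds plus 3 SD, cutoff set per campaign, cut at about 30% in these data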;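 note: 0% = DMSO wells and 100% = unlabeled Bim-BH3 peptide competitor; inhibitors lower millipolarization by displacing the labeled peptide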
Target sequence (Q07817 whole entry, looked up): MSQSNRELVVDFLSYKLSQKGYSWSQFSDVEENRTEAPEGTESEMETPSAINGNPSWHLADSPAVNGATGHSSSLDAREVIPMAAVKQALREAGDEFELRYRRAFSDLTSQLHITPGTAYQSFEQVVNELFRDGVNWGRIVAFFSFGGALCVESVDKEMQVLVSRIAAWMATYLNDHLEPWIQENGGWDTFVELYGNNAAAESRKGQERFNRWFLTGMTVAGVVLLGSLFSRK
Yeast superoxide: caloric restriction mimetics inhibiting age-related superoxide in yeast | S. cerevisiae aged cells, superoxide DHE fluorescence; stronger effect = lower value | superoxide response (% of plate mean), % at 10 µM | 330,000 compounds, 0.18% hits | AID 2690;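 active = superoxide response under a set limit, about three screen SD below normal, cut at about 65% in these data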;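 note: yeast aged for seven days with compound at 30 °C before DHE staining; 100% = average MFI of all compound-treated wells on the plate with controls excluded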
GRK2 inh: human GRK2 inhibition via aptamer displacement | P25098 | bead flow cytometry, FAM-aptamer displacement from GRK2 | inhibition of aptamer binding, % at 10 µM | 330,000 compounds, 0.59% hits;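 active = inhibition of aptamer binding above 40%, roughly 3 SD of noise, on plates passing a quality check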;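 note: median bead fluorescence of bound FAM aptamer so fluorescent compounds give negative values; no value below 0 was filed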
MCL1 BIM primary: disrupts human MCL1 binding to BIM-BH3 peptide; GST-MCL1 / FITC-Bim-BH3 fluorescence polarization; inhibition, % at 10.9 µM; 320,000 compounds, 0.68% hits; AID 2057;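 active = inhibition above the mean inhibition of all tested compounds plus 3 SD, set per campaign, cut at about 40% in these data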;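 note: 0% = DMSO wells and 100% = unlabeled Bim-BH3 peptide control; higher means more loss of mP so more displacement of Bim peptide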
Target sequence (Q07820 whole entry, looked up): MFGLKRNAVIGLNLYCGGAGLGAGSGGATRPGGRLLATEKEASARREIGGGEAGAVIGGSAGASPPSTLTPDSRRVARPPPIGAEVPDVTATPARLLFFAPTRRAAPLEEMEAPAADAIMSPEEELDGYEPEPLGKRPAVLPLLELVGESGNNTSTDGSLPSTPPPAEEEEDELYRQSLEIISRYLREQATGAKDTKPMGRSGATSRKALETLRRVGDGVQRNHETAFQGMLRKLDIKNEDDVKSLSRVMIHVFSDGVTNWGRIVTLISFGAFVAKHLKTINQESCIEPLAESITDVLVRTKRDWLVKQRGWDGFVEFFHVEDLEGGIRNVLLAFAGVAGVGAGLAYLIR
MEX-5 binding: C. elegans MEX-5 TCR-2 RNA binding activity | 300,000 compounds, 0.38% hits | activity score (negative = inhibition of binding), % at 10 µM | MEX-5/FITC-TCR2 RNA binding, fluorescence polarization; stronger effect = lower value | Q9XUB2 | AID 1832;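 active = inhibition past about -25% in most replicates, and total fluorescence under double the plate's negative control median, limit read from the data; inconclusive = replicates evenly split on the limit, or fluorescence at least double controls; inactive = too little inhibition in most replicates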;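 note: 0% = DMSO and -100% = 5 µM competing unlabeled TCR2 RNA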
Target sequence (Q9XUB2 whole entry, looked up): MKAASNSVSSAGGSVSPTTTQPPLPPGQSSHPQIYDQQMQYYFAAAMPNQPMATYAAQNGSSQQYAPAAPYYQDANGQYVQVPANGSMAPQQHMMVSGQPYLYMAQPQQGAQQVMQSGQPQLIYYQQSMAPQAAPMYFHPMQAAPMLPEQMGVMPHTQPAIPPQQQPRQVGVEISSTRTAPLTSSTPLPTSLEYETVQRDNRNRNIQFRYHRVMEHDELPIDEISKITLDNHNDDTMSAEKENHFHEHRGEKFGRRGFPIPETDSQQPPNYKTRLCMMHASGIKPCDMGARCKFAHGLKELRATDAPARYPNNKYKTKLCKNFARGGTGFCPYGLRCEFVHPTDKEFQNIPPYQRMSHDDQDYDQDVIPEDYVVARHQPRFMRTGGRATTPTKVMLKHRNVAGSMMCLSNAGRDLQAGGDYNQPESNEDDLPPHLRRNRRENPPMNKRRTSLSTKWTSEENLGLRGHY
AGP1-GFP MLPCN: yeast TOR pathway AGP1-GFP modulation. S. cerevisiae AGP1-GFP multiplex flow cytometry, 3 h; GFP as percent of DMSO wells. GFP response vs DMSO, % at 10 µM. 320,000 compounds, 0.02% hits. AID 2066;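 active = GFP response relative to DMSO above a set limit, near screen average plus 3 SD, cut at about 150% in these data; inconclusive = fewer than 70 cells counted for the yeast strain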;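 note: median GFP channel fluorescence of the gated AGP1 strain per well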
VLA-4 inh: inhibition in a human VLA-4 binding assay. P13612. AID 2557. 330,000 compounds, 0.2% hits. VLA-4 expressing cells, ligand binding flow cytometry. inhibition, % (about 7 µM as worked out from the volumes in the protocol); in the data active = inhibition above about 50%
CIT2-GFP yeast: alters CIT2-GFP fluorescence in TOR pathway yeast screen | 320,000 compounds, 0.065% hits | GFP response vs DMSO, % at 10 µM | AID 2029 | S. cerevisiae CIT2-GFP strain, flow cytometry, 3 h; 100 means same as DMSO wells;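 active = GFP response relative to DMSO above a set limit, near the screen mean plus 3 SD, cut at about 150% in these data; inconclusive = Fewer than 70 cells measured for a yeast strain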;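 note: ratio of well median GFP fluorescence to mean of DMSO wells on the plate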
GLD-1 TGE inh: GLD-1-TGE RNA interaction inhibition (C. elegans); Q17339; purified GLD-1 + fluorescein TGE RNA, fluorescence polarization; inhibition, % at 5.96 µM; 320,000 compounds, 0.44% hits; AID 2280;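 active = percent inhibition above a per-plate cutoff, the plate mean of test compounds plus 3 SD, cut at about 30% in these data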;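 note: 0% = DMSO wells with GLD-1 and probe and 100% = wells lacking GLD-1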
The depositor's hits bear a star; ? = inconclusive; . = no result given; [ ] = another dose, or the depositor's remark.

SMILES | BCLXL inh | Yeast superoxide | GRK2 inh | MCL1 BIM primary | MEX-5 binding | AGP1-GFP MLPCN | VLA-4 inh | CIT2-GFP yeast | GLD-1 TGE inh
N#CC1=C(N)Oc2[nH]c(=S)[nH]c(=O)c2C12C(=O)Nc1ccccc12 (centres undefined) | 18 | 127 | 0 | 9 | -2.2 | 98 | -16 | 97 | 4
Cc1cc(C)c(S(=O)(=O)N2CCN(C(=O)N3CCOCC3)CC2)c(C)c1 | 2 | 89 | 2 | 5 | -0.6 | 101 | 20 | 96 | 5
Clc1cccc(-c2ccc(CNCCCN3CCOCC3)o2)c1 | 5 | 123 | 0 | 9 | 2.3 | 100 | -4 | 100 | 8
COC(=O)COc1ccc(NC(=O)C(c2ccccc2)c2ccccc2)cc1 | 8 | 104 | 12 | 12 | -0.3 | 100 | 50* | 107 | 6
C=CCCC(=O)N1CCCC(Cc2cccc(Cl)c2)(C(=O)OCC)C1 (centres undefined) | 2 | 111 | 3 | 3 | -1.4 | 101 | 0 | 100 | 6
COc1ccc(OCC(O)CNC(=O)c2sccc2Cl)cc1 (centres undefined) | 8 | 100 | 2 | 6 | 1.9 | 101 | 2 | 92 | 6
COc1ccc(CC(=O)NCc2ccc(F)cc2)cc1S(=O)(=O)N1CCOCC1 | -3 | 110 | 0 | -1 | . | 66 | 14 | 73 | -11
COc1ccc(/C=C/C(=O)OC2CCCCC2CN(C)C)cc1 (centres undefined) | 2 | 100 | 0 | 2 | 1.6 | 100 | -4 | 109 | -2
CSc1ccc(S(=O)(=O)Nc2ccc(F)cc2)cc1 | -2 | 106 | 0 | -5 | 0.5 | 100 | 11 | 100 | -1
Cc1nc(N)sc1N=Nc1ccc(F)cc1 | 0 | 129 | 1 | 1 | -1.4 | 99 | 5 | 93 | 10
COc1cc(C2C(C(=O)c3cccs3)=C(O)C(=O)N2c2cc(C)on2)ccc1O (centres undefined) | -1 | 101 | 2 | 2 | -6.1 | 96 | 2 | 93 | -5
Oc1ccc(Cl)cc1N=Nc1ccccc1 | 6 | 103 | 2 | 5 | -3.4 | 107 | 10 | 105 | 0
Cc1ccccc1-n1c(SC(C)C(N)=O)nnc1-c1cccnc1 (centres undefined) | -1 | 90 | 0 | 8 | 1.5 | 98 | 6 | 99 | -4
Cc1cccc(OCCNC(=O)c2cc(-n3cnnc3)ccc2Cl)c1 | 5 | 94 | 2 | 1 | 1.1 | 104 | -68 | 103 | -5
CCOC(=O)C1CCCN(C(=O)CSc2nc(C)cc(C)n2)C1 (centres undefined) | 6 | 122 | 4 | 10 | -2.2 | 101 | 14 | 95 | 4
COc1ccc(C2C=C(c3ccc(Br)cc3)Nc3nc(NS(C)(=O)=O)nn32)cc1 (centres undefined) | 164* | 87 | 4 | 175* | ? | 100 | -1 | 100 | 155*
O=C(NC12CC3CC(CC(C3)C1)C2)N1CCCC(CO)C1 (centres undefined) | 6 | 110 | 0 | 1 | -2.1 | 103 | 25 | 99 | 4
O=C(Nc1ccc(Nc2ccccc2)cc1)c1ccc(Cl)c([N+](=O)[O-])c1 | -3 | 103 | 0 | 1 | -3.0 | 93 | 12 | 103 | 9
COc1ccc(N(CC(=O)NCCSCc2ccc(C)cc2)S(=O)(=O)c2ccccc2)cc1 | 4 | 94 | 0 | 2 | -3.7 | 100 | 3 | 100 | -3
CCCCNc1c([N+](=O)[O-])ncn1C | 0 | 104 | 0 | 3 | 0.2 | 102 | -5 | 107 | -1
COc1ccc(Br)cc1CSC(=N)N | 0 | 96 | 0 | -1 | -0.7 | 100 | -1 | 102 | 4
O=C(O)c1cccc(N/N=C/c2cc(Br)cc(Br)c2O)c1 | 8 | 97 | 0 | -8 | -0.7 | 94 | 16 | 112 | 10
CCN(CC(=O)Nc1ccc(NC(C)=O)cc1)C(=O)CCCOc1cccc(C)c1 | 3 | 109 | 4 | -3 | 1.6 | 110 | 4 | 104 | 0
CC(C)CCC(C(=O)NC(C)c1ccccc1)C(=O)NC(C)c1ccccc1 (centres undefined) | 1 | 103 | 0 | -4 | 1.1 | 99 | 27 | 99 | 2
CS(=O)(=O)N1CCN(C(=O)c2ccc(F)cc2)CC1 | 4 | 96 | 0 | 5 | -0.4 | 104 | -1 | 100 | 3

The list goes on; the last three above are carried over.
SMILES | BCLXL inh | Yeast superoxide | GRK2 inh | MCL1 BIM primary | MEX-5 binding | AGP1-GFP MLPCN | VLA-4 inh | CIT2-GFP yeast | GLD-1 TGE inh
CCN(CC(=O)Nc1ccc(NC(C)=O)cc1)C(=O)CCCOc1cccc(C)c1 | 3 | 109 | 4 | -3 | 1.6 | 110 | 4 | 104 | 0
CC(C)CCC(C(=O)NC(C)c1ccccc1)C(=O)NC(C)c1ccccc1 (centres undefined) | 1 | 103 | 0 | -4 | 1.1 | 99 | 27 | 99 | 2
CS(=O)(=O)N1CCN(C(=O)c2ccc(F)cc2)CC1 | 4 | 96 | 0 | 5 | -0.4 | 104 | -1 | 100 | 3
CSc1nc2sc3c(c2c(=O)[nH]1)CCC3 | 3 | 109 | 0 | -4 | 0.1 | . | 14 | . | 5
O=[N+]([O-])c1ccc(Cl)c(S(=O)(=O)Nc2ccc(S(=O)(=O)N3CCOCC3)cc2)c1 | 0 | 99 | 3 | 0 | -1.5 | 81 | 7 | 101 | 2
CCCCc1cc(=O)oc2cc(C)cc(OC(C)C(=O)NCc3cccnc3)c12 (centres undefined) | 0 | 111 | 0 | 2 | -3.7 | ? | 13 | 86[may fluoresce red] | -2
N#Cc1c(-c2ccco2)cc(-c2cccnc2)nc1N | 46* | 110 | 1 | 75* | -1.3 | 84 | -8 | 91 | 44*
CCCCc1c(O)nc2sccn2c1=O | 1 | 100 | 1 | 4 | -0.2 | ? | 12 | ? | 6
COCc1ccc(C(=O)N(C)CC2CCCN(CCc3ccccc3F)C2)o1 (centres undefined) | 7 | 103 | 5 | 3 | 1.3 | 100 | -3 | 99 | 2
N#CC1=C(N)Oc2ccc3ccc(O)cc3c2C1c1cccnc1 (centres undefined) | 9 | 97 | 3 | 5 | -2.4 | 92 | -9 | 95 | 3
O=C(c1cccc([N+](=O)[O-])c1)N1CCCC(C(=O)N2CCc3ccccc3C2)C1 (centres undefined) | 9 | 97 | 1 | 15 | -1.3 | 95 | 4 | 97 | 0
Cc1ccc2oc(=S)n(C)c2c1 | 3 | 95 | 1 | 5 | 0.6 | 102 | 12 | 104 | -1
COc1cc2c(cc1NC(=O)COC(=O)C(CCSC)NC(=O)c1ccccc1Cl)oc1ccccc12 (centres undefined) | -3 | 113 | 2 | -10 | 1.6 | 102 | 22 | 102 | 6
O=C(C[n+]1cc[nH]c1)c1ccc(Cl)cc1 | . | 102 | 0 | . | 2.7 | 106 | 0 | 106 | .
Nc1ccc(C(O)(C(F)(F)F)C(F)(F)F)cc1 | -4 | 104 | 1 | 12 | 1.4 | 109 | 1 | 110 | -7
Cc1ccc(C(=O)N2CCC(C)CC2)cc1C | -5 | 102 | 0 | -8 | -3.4 | 93 | 0 | 86 | -4
COc1ccc(-c2ccc3c(c2)S(=O)(=O)c2cccc(C(=O)NC[C@@H]4CCCO4)c2C3=O)cc1OC | 4 | 103 | 3 | -1 | . | 97 | -17 | 87 | 0
O=c1ccnc(SCc2ccccc2Cl)[nH]1 | 3 | 98 | 2 | 4 | -0.8 | 108 | 21 | 100 | -4
CC1(c2nnc(-c3ccc(F)cc3)o2)CC(c2ccc(F)cc2)=NO1 (centres undefined) | 3 | 99 | 4 | -5 | 1.6 | 87 | 2 | 81 | -1
O=S(=O)(NCc1ccc2c(c1)OCO2)c1ccc2c(c1)oc1ccccc12 | -5 | 101 | 0 | -1 | -0.4 | 105 | 12 | 99 | 1
COc1ccc(NC(=O)CN(C)C(=O)c2ccc3ccccc3n2)cc1 | . | 97 | 0 | . | . | 96 | 7 | 93 | 1
CCCOc1ccc(-c2nc(C#N)c(NCC3CCCO3)o2)cc1 (centres undefined) | 5 | 82 | 0 | 2 | -0.6 | 94 | 6 | 89 | -4
CCN1CCN(c2nc(Nc3ccccc3)nc(N)c2[N+](=O)[O-])CC1 | 0 | 118 | 0 | 1 | 1.8 | 101 | 0 | 104 | 2
COC(=O)c1ccc(COC(=O)CNC(=O)c2ccc(C)s2)cc1 | 0 | 102 | 1 | 0 | . | 96 | 11 | 92 | -1
COc1cccc(CNC(=O)[C@@H](C)N2C(=O)N3CCc4c([nH]c5ccc(OC)cc45)C3(C)C2=O)c1 (some centres undefined) | 2 | 90 | 0 | 0 | -2.3 | 99 | 8 | 95 | 5
COc1ccccc1-n1cnnc1SCC(=O)N1CCN(S(=O)(=O)c2ccccc2)CC1 | 0 | 105 | 0 | -6 | 1.5 | 103 | 12 | 99 | 5
CCN(CC)CCN(C(=O)c1ccc2c(c1)CCCC2)c1nc2c(C)cccc2s1 | 4 | 98 | 0 | 3 | -0.5 | 107 | 9 | 99 | 0
COc1ccc(/C=C(\NC(=O)c2ccc(OC)cc2)C(=O)N2CCCCC2)cc1 | . | 105 | 4 | . | 1.9 | 89 | 1 | 93 | .
Cc1cc(C)cc(NC(=O)CCn2cnc3cc(C)c(C)cc32)c1 | 5 | 103 | 0 | 3 | -1.5 | 104 | -147 | 103 | -5
CCC(CO)Oc1cc(NCc2ccccc2)c2ncn(C(C)C)c2c1 (centres undefined) | . | 88 | 1 | . | . | 94 | 7 | 90 | 8
Cc1ccc(OCC(=O)NC(C)c2ccccc2)cc1C (centres undefined) | 7 | 95 | 2 | 7 | -1.5 | 105 | -9 | 101 | 0
COc1ccc(CCN2CC(C(=O)N(C)Cc3cccnc3)CC2=O)cc1OC (centres undefined) | 0 | 87 | 3 | 2 | . | 98 | 8 | 95 | 2

Some of the entries above in a different format:
> N#CC1=C(N)Oc2ccc3ccc(O)cc3c2C1c1cccnc1 (centres undefined)
  BCLXL inh: 9
  Yeast superoxide: 97
  GRK2 inh: 3
  MCL1 BIM primary: 5
  MEX-5 binding: -2.4
  AGP1-GFP MLPCN: 92
  VLA-4 inh: -9
  CIT2-GFP yeast: 95
  GLD-1 TGE inh: 3

> O=C(c1cccc([N+](=O)[O-])c1)N1CCCC(C(=O)N2CCc3ccccc3C2)C1 (centres undefined)
  BCLXL inh: 9
  Yeast superoxide: 97
  GRK2 inh: 1
  MCL1 BIM primary: 15
  MEX-5 binding: -1.3
  AGP1-GFP MLPCN: 95
  VLA-4 inh: 4
  CIT2-GFP yeast: 97
  GLD-1 TGE inh: 0

> Cc1ccc2oc(=S)n(C)c2c1
  BCLXL inh: 3
  Yeast superoxide: 95
  GRK2 inh: 1
  MCL1 BIM primary: 5
  MEX-5 binding: 0.6
  AGP1-GFP MLPCN: 102
  VLA-4 inh: 12
  CIT2-GFP yeast: 104
  GLD-1 TGE inh: -1

> COc1cc2c(cc1NC(=O)COC(=O)C(CCSC)NC(=O)c1ccccc1Cl)oc1ccccc12 (centres undefined)
  BCLXL inh: -3
  Yeast superoxide: 113
  GRK2 inh: 2
  MCL1 BIM primary: -10
  MEX-5 binding: 1.6
  AGP1-GFP MLPCN: 102
  VLA-4 inh: 22
  CIT2-GFP yeast: 102
  GLD-1 TGE inh: 6
